# Source: PubChem BioAssay
# SENP1 FRET inh = inhibitors of human SENP1 SUMO protease catalytic domain. Q9P0U3. recombinant SENP1 catalytic domain, CyPet-SUMO1-YPet FRET cleavage. inhibition, % at 10 µM. actives 0.21% (n = 360,000). AID 624204;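 active means inhibition at least 30% at 10 µM, raw YFP signal under a set limit, fluorescence ratio 0.5 to 1.5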;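 further: 0% = enzyme with DMSO and 100% = no enzyme wells; some results filed as inactive read as strong as hits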
# Target sequence (Q9P0U3 419-644 limits assumed): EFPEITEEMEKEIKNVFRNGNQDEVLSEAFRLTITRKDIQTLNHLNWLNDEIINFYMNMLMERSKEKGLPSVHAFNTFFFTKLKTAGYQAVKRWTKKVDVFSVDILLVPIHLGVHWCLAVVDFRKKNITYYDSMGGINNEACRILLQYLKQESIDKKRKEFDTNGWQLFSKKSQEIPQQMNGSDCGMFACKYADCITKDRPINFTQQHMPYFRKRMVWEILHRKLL
#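 Test system: recombinant human SENP1 catalytic domain, His6-tagged / Medium: pH 8 Tris buffer with EDTA, NaCl, BME, BSA, NP40, catalase / Also added: SUMO1 FRET substrate flanked by Cypet and Ypet, 25 nM / Times: 50 min reaction at room temperature / Signal: FRET, CFP and YFP emission / Control set: no-enzyme low control and enzyme-plus-DMSO high control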
# NLRP3 yeast inh = inhibitors of NALP3 inflammasome in yeast. actives 0.39% (n = 330,000). AID 2825. inhibition, % at 10 µM. Yeast reconstituted NLRP3/ASC/caspase-1, beta-gal luminescence, 24 h;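 active means inhibition of 50% or more; inactive means inhibition below 50%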;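 further: plate controls were induced DMSO wells for no effect and uninduced yeast grown without galactose for full effect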
# mIAP act = increases mouse intestinal alkaline phosphatase activity; muIAP, CDP-Star luminescence, 30 min; stronger effect = higher value; 1 = vehicle-only enzyme signal, 0 = enzyme-free wells; activation factor at 10 µM; actives 0.24% (n = 330,000); AID 2805;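 active means activation factor of at least 2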; further: the source names both 10 and 20 µM as test concentration; values of inactives mirror those of a sister screen read the other way
#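 System: Mouse IAP enzyme | Also added: CDP-Star substrate | Dosing: Compounds dispensed in DMSO | Schedule: 30 min enzyme-substrate-compound incubation at room temperature | Technique: Chemiluminescence readout | Control set: DMSO-only wells and no-enzyme negative control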
# hIAP block = human IAP inhibition | actives 0.12% (n = 330,000) | purified IAP, CDP-Star luminescence, 30 min | inhibition, % at 10 µM;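 active means inhibition reaching a set limit with compound at 10 µM in the primary screen, cut at about 35% in these data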;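 further: plate controls were DMSO wells with enzyme for no effect and no-enzyme buffer wells for full effect; values of inactives mirror those of a sister screen read the other way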
# A3A deaminase = blocks human APOBEC3A ssDNA deamination; AID 493011; recombinant A3A, FAM/TAMRA ssDNA deamination fluorescence; inhibition, % at 20 µM; actives 0.41% (n = 330,000);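 active means at least 40% inhibition at 20 µM here, with at most 30% in a related deaminase screen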;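 further: plate controls were A3A with DMSO for no effect and wells lacking A3A enzyme for full effect; some results filed as inactive read as strong as hits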
# Target sequence (P31941 whole entry, looked up): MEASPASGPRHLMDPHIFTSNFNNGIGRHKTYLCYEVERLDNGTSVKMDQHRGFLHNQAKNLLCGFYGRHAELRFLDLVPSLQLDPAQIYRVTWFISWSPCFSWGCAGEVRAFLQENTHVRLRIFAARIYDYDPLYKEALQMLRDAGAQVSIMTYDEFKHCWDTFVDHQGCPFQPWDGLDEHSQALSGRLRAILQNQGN
# APOBEC3G inh = inhibitors of human APOBEC3G DNA deaminase. Q9HC16. recombinant A3G, ssDNA deamination FAM/TAMRA fluorescence. inhibition, % at 20 µM. actives 0.28% (n = 330,000);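 active means inhibition of at least 40% at 20 µM, with no more than 30% in the related APOBEC3A deaminase screen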;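 further: plate controls were DMSO wells with A3G for no effect and wells lacking A3G enzyme for full effect; some compounds called inactive have numbers as strong as hits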
# Target sequence (Q9HC16 whole entry, looked up): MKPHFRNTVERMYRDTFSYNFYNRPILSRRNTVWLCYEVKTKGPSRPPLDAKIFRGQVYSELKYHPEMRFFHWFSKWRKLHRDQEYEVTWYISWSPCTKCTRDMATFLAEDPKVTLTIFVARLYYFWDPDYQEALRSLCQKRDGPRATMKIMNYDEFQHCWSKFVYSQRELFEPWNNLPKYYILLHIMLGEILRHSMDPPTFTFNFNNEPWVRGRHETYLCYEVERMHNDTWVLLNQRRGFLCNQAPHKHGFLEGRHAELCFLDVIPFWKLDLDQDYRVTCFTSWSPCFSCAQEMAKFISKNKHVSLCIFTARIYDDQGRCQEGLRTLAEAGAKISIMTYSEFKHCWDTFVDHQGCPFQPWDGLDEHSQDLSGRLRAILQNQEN
# beta cell repl = inducers of beta-cell replication in MIN6 cells; actives 0.29% (n = 330,000); MIN6 cells proliferation, ATPlite luminescence, 48 h; cells starved in 0.2% serum; 100% = growth in 10% serum; AID 2380; proliferation, % at 10 µM;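 active means compounds whose signal lies at least 3.5 SD above the mean of all wells on their plate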;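 further: 0% = DMSO-treated cells in low-serum medium and 100% = 10% serum control; some compounds called inactive have numbers as strong as hits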
# hIAP act = human IAP activation; P09923; purified human IAP, CDP-Star luminescence, 30 min; stronger effect = higher value; 1 = vehicle-only enzyme, 0 = enzyme-free background; activation factor at 10 µM; actives 0.16% (n = 330,000);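 active means activation factor of the enzyme at least 2-fold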; further: the source names both 10 and 20 µM as test concentration; values of inactives mirror those of a sister screen read the other way
# mIAP inh = mouse IAP inhibition | inhibition, % at 10 µM | actives 0.2% (n = 330,000) | purified mouse IAP, CDP-Star luminescence, 30 min | AID 2806;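 active means inhibition of at least 40% at 10 µM in the primary screen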;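 further: plate controls were DMSO with enzyme for no effect and no enzyme wells for full effect; values of inactives mirror those of a sister screen read the other way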
# Numbers without * were called inactive; x = not tested or not shown.
SMILES,SENP1 FRET inh,NLRP3 yeast inh,mIAP act,hIAP block,A3A deaminase,APOBEC3G inh,beta cell repl,hIAP act,mIAP inh
Cc1ccc(SCc2ccc(C(=O)N3CCCCC3)cc2)cc1,2,31,0.92,9,1,-4,-2,0.91,8
CC(=O)Nc1ccc(-c2cc(NC(C)=O)n(-c3ccccc3)n2)cc1,3,2,1.1,-52,-3,-7,-2,1.5,-12
O=C1Nc2ccccc2/C1=C/c1ccccc1F,2,53*,0.94,-14,0,-3,-6,1.1,6
CC(=O)c1cccc(NC(=O)C2CCN(S(=O)(=O)c3ccccc3)CC2)c1,3,0,1,-2,1,-5,-2,1,-4
NC(=O)c1ccsc1NC(=O)COC(=O)c1ccncc1,-4,14,0.87,-2,1,-8,5,1,13
COc1ccc(C2N=C(N)N=C(N)N2c2ccccc2OC)cc1OC (configuration not stated),2,28,1.1,5,-4,-7,-3,0.95,-11
CN=C(Nc1cccc(Cl)c1)SC1CC(=O)N(c2ccc(OC)cc2)C1=O (configuration not stated),2,12,1.1,-4,2,-4,-2,1,-6
CSc1ccc(CN(C)CC(=O)N(C)CC(=O)Nc2ccccc2Br)cc1,1,10,1,-2,4,-2,-1,1,0
COc1ccc(S(=O)(=O)CCC(=O)NCCc2ccc(C)cc2)cc1,1,4,1,-13,3,-2,1,1.1,-5
C=C(C)n1c(=O)n(Cc2ccc(C)cc2)c2ccccc21,3,49,1,-6,-3,-4,-2,1.1,-1
Cc1sc2nc(-c3ccncc3)[nH]c(=O)c2c1-c1ccccc1,x,14,1,-4,-1,-5,0,1,-4
O=C(NCCCN1CCOCC1)c1ccc(Br)cc1,0,-7,1,-7,-4,-4,-3,1.1,-3
O=C(NCCO)c1ccc(-c2nnc(Nc3ccc(O)cc3)c3ccccc23)cc1,-31,13,1,4,1,-2,-6,0.96,0
CSc1sc(C(=O)Nc2ccc(F)cc2F)c2c1C=CCC2,-5,34,0.9,21,-1,-6,-4,0.79,10
O=C(Nc1ccncc1)c1c(Cl)cccc1Cl,4,16,1.1,14,0,-9,-2,0.85,-5
COc1ccc(C(=O)NCc2nnc(SCC(=O)N3CCC(C)CC3)o2)cc1,1,2,1,-3,0,0,-5,1,-1
C=CCC(C(=O)Oc1c(C(C)(C)C)cc(C)cc1C(C)(C)C)c1ccccc1 (configuration not stated),1,4,0.99,5,-3,-7,-7,0.95,1
COCCN(Cc1ccccc1)C(=O)C1CCN(S(=O)(=O)c2ccc(OC)c(OC)c2)CC1,-1,20,1.1,-8,28,-6,3,1.1,-5
CN(Cc1ccccc1)C(=O)COC(=O)c1ccc(=O)n(Cc2ccccc2)n1,-1,13,0.99,0,-2,-9,-2,1,1
NC(=O)N/N=C(/CCCCCC/C(=N\NC(N)=O)c1ccccc1)c1ccccc1,2,11,1,8,-3,-3,-3,0.92,-5
N#C/C(=C(/O)CN1CCCCC1)c1nc(-c2ccc(Cl)cc2)cs1,-6,4,0.9,9,-3,-6,-2,0.91,10
CCOc1ccc2nc(NC(=O)CN3CCN(C)CC3)sc2c1,-4,26,1.1,-10,4,8,-3,1.1,-11
CCc1ccc(/C=C2\SC(=S)N(CCCC(=O)Nc3ccc(C(=O)O)cc3)C2=O)cc1,5,18,0.99,12,-2,-1,-4,0.88,1
COCCOC(=O)C1=C(C)N(c2ccccc2)C(=O)NC1c1cccc([N+](=O)[O-])c1 (configuration not stated),-1,20,0.98,-21,-3,-4,0,1.2,2
Cc1ccc(S(=O)(=O)NCCC(=O)NCc2ccccc2)cc1,1,10,0.91,4,-1,-5,-3,0.96,9
COc1cccc(CN2CCN(S(=O)(=O)c3ccc(NC(C)=O)cc3)CC2)c1OC,-1,9,1.1,-2,0,-8,2,1,-11
Cc1ccc(-n2c(O)c(C=NCc3ccccn3)c3ccccc3c2=O)cc1C,-6,13,1,7,-3,-2,5,0.93,-2
CC(=O)N1CC2([N+](=O)[O-])CN(C(C)=O)CC([N+](=O)[O-])(C1)C2(C)C,2,-1,1,4,-2,-9,0,0.96,-2
O=C(COC(=O)CCc1ccccc1)NCc1ccccc1,3,21,1,5,-1,-4,1,0.95,-1
N/C(=N\OC(=O)c1ccccc1Br)c1cccc([N+](=O)[O-])c1,2,26,0.96,-24,-1,-5,-4,1.2,4
CC(=O)NCCn1c(SCc2ccccc2C)nc2ccccc2c1=O,4,10,1.1,11,-4,-6,1,0.89,-6
CCOC(=O)N1CCN(C(=O)CSc2nnc(-c3ccccc3OC)o2)CC1,1,21,1,-3,-2,0,-3,1,0
CCn1c(SCC(=O)c2[nH]c(C)c(C(C)=O)c2C)nnc1-c1cccs1,1,-15,1,-8,2,-1,-2,1.1,-4
O=S(=O)(Nc1ccc2c(c1)nc1n2CCN(Cc2ccccc2)C1)c1ccccc1,-14,-8,0.88,-2,-3,-4,-2,1,12
O=C(CCCC(=O)N(c1ccc(F)cc1)C(C(=O)NC1CCCC1)c1ccc(O)cc1)Nc1ccccn1 (configuration not stated),1,14,1.1,8,0,-5,0,0.92,-5
Cc1ccc(C(=O)N/C(=C/c2ccco2)C(=O)Nc2cccc(C(=O)O)c2)cc1,x,11,0.99,-8,-1,-3,-5,1.1,1
O=S(=O)(c1cccc(F)c1)N1CCN(C(=S)NCC2CCCO2)CC1 (configuration not stated),4,10,1,-19,-7,-8,1,1.2,-4
Cc1ccccc1CN1C(=O)[C@@H]2Cc3c([nH]c4ccccc34)C(C)(C)N2C1=O,-12,-3,0.98,-7,-2,-5,-6,1.1,2
C=CCOc1ccc(/C=C2/C(=N)N3N=C(CC(=O)N4CCCC4)SC3=NC2=O)cc1OC,-8,2,1,-17,-1,-1,-4,1.2,-4
CCCCN(C)CCCN1C(=O)C2C(C(=O)Nc3cccc(OC)c3)C3C=CC2(O3)C1C(=O)NC1CCCCC1C (configuration not stated),3,7,1.1,-16,-3,-9,0,1.2,-8
COc1ccc(CC(=S)N2CCOCC2)cc1,2,-2,0.87,14,2,45*,-3,0.85,13
O=c1onc(-c2cccs2)n1Cc1ccccc1,0,-45,1,1,4,-3,-3,0.99,-1
CC(=O)NC1(C(F)(F)F)C(=O)Nc2c1c(=O)[nH]c(=O)n2-c1ccccc1 (configuration not stated),3,13,0.93,-5,4,-2,0,1,7
O=C(Nc1ccccc1)O/N=C1/CCCc2occc21,-1,14,1,-11,-3,-5,3,1.1,0
CCc1ccc2nc(NC(=O)Cn3cnc4ccccc4c3=O)sc2c1,-11,25,0.99,-9,18,10,-2,1.1,1
Cc1ccccc1-n1c(SCC(=O)N2CCOCC2)nc(O)cc1=O,-1,-9,0.94,3,0,-7,0,0.97,6
Cc1cc(C(F)(F)F)nc(NCc2ccc(F)cc2)n1,1,-13,0.92,3,1,-1,-1,0.97,8
CCn1nc(C(=O)O)c(=O)c2cc3c(cc21)OCO3,1,10,1.1,-25,3,-5,0,1.3,-6
Nc1cc(C(=O)N/N=C/c2cccc([N+](=O)[O-])c2)n[nH]c1=O,1,15,0.83,-45,3,-2,-3,1.4,17
COc1ccc(CC(=O)OCC(=O)NCC2CCCO2)cc1OC (configuration not stated),-2,15,1,10,-1,-1,-2,0.91,-2
Cc1ccc(NC(=O)CN(C)Cc2ccc(F)cc2)c([N+](=O)[O-])c1,2,32,0.92,10,6,0,-3,0.9,8
CC(=O)N1N=C(c2ccc([N+](=O)[O-])cc2)CC1c1ccccc1Cl (configuration not stated),0,20,0.95,15,4,0,-3,0.85,5
COc1ccc(F)cc1C(=O)C1CCCN(C(=O)CCN2CCCCO2)C1 (configuration not stated),6,-2,1,-3,-1,-3,-4,1,-2
CCOc1ccc(NS(=O)(=O)c2ccc(C(=O)N3CC(C)OC(C)C3)cc2)cc1 (configuration not stated),2,-5,1,-22,-2,-6,0,1.2,-2
COc1ccc(F)cc1C(=O)C1CCCN(Cc2c[nH]c3ccccc23)C1 (configuration not stated),1,9,0.96,3,0,0,-5,0.97,4
CC(=O)c1ccc(N2CCN(C(=O)c3ccc(Cn4c(=S)[nH]c5ccc(N6CCOCC6)cc5c4=O)cc3)CC2)cc1,-34,14,0.9,-10,3,-6,-4,1.1,10
CCN(CC(=O)Nc1ccccc1C(F)(F)F)C(=O)C1CCC1,-1,15,0.99,8,-3,-7,4,0.92,0
O=S(=O)(NCC(c1ccco1)N1CCN(c2ccc(F)cc2)CC1)c1ccc2c(c1)OCCO2 (configuration not stated),0,8,1.1,9,0,-9,0,0.91,-6
CN1CCCN(C(=O)CSc2ccccc2)CC1,0,14,0.92,5,-7,-12,-1,0.95,8
O=C(NCCC(c1ccccc1)c1ccco1)c1cccs1 (configuration not stated),2,21,1,2,0,-5,-2,0.98,-4

# A draw from above in order of number of heavy atoms, highest first:
SMILES,SENP1 FRET inh,NLRP3 yeast inh,mIAP act,hIAP block,A3A deaminase,APOBEC3G inh,beta cell repl,hIAP act,mIAP inh
COc1ccc(F)cc1C(=O)C1CCCN(Cc2c[nH]c3ccccc23)C1 (configuration not stated),1,9,0.96,3,0,0,-5,0.97,4
CC(=O)N1N=C(c2ccc([N+](=O)[O-])cc2)CC1c1ccccc1Cl (configuration not stated),0,20,0.95,15,4,0,-3,0.85,5
CN1CCCN(C(=O)CSc2ccccc2)CC1,0,14,0.92,5,-7,-12,-1,0.95,8

# Going on with the list:
SMILES,SENP1 FRET inh,NLRP3 yeast inh,mIAP act,hIAP block,A3A deaminase,APOBEC3G inh,beta cell repl,hIAP act,mIAP inh
O=C(Nc1nnc(SCc2ccc(Cl)cc2)s1)c1cnccn1,-1,17,0.91,-1,0,-2,0,1,9
NC(=O)NNC(=S)Nc1cccc2ccccc12,-16,11,0.91,-14,-1,-6,4,1.1,10
Cc1nc2ccccc2nc1OCC(=O)Nc1ccccc1,0,7,0.9,14,1,-2,2,0.86,10
CCCCOC(=O)/C(=C\c1ccc([N+](=O)[O-])o1)NC(=O)c1ccccc1,-3,4,0.9,10,2,4,-3,0.91,10
COC(=O)C1=C(C(=O)OC)[C@@H]2N(Cc3ccccc3)c3ccccc3[C@@]23C[C@@H](C(=O)OC)N=C3N1,6,14,1,7,-2,-6,-1,0.93,0
C=CCN(C)NC(=S)Nc1ccccc1,-4,9,1,2,-1,0,0,0.98,-3
C=C(C)COc1ccc(-c2ncnc(C(F)(F)F)c2-c2ccccc2)c(O)c1,-2,-3,0.95,11,2,-2,-2,0.89,5
Cc1cc(S(=O)(=O)Nc2cccc(O)c2)c(C)s1,1,9,0.88,7,-1,0,-3,0.93,12
CCOC(=O)CC1ON(C)C(=O)N1c1ccc(Cl)cc1Cl (configuration not stated),1,37,1.1,11,1,-7,0,0.89,-5
Cc1nc2ccccn2c1C(=O)N/N=C/c1ccc(F)cc1,2,18,1,-11,-6,-5,5,1.1,-4
COC(=O)c1cc(S(=O)(=O)N2CCN(c3ccccc3OC)CC2)cn1C,0,13,0.94,-21,-2,-5,-2,1.2,6

# Only part of the results is shown; rates above refer to the full screens.
